# Source: PubChem (several laboratories)
# PHOSPHO1 block = PubChem AID 1565. Phosphoethanolamine/phosphocholine phosphatase (Homo sapiens), Q8TCT1. recombinant PHOSPHO1, absorbance phosphatase assay. inhibition, % at 13.3 µM. actives 1.1% (n = 290,000); in the data active means inhibition above about 60%
# IDE cell inh = human IDE inhibitors in live cells, primary screen, fluorescence polarization, HEK cells, FAbetaB substrate | Insulin-degrading enzyme (Homo sapiens), P14735 | FAbetaB cleavage | inhibition, % at 5.59 µM | actives 0.41% (n = 320,000) | AID 434962, 2010;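 active means percent inhibition above the average of all tested compounds plus 3 SD, set per screening campaign, cut at about 16% in these data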;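 further: IDE supplied by intact live HEK cells; FP after avidin binding of uncleaved biotin substrate so inhibition keeps polarization high; 0% = DMSO wells and 100% = 60 µM reference IDE inhibitor Ii1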
# Target sequence (P14735 whole entry, looked up): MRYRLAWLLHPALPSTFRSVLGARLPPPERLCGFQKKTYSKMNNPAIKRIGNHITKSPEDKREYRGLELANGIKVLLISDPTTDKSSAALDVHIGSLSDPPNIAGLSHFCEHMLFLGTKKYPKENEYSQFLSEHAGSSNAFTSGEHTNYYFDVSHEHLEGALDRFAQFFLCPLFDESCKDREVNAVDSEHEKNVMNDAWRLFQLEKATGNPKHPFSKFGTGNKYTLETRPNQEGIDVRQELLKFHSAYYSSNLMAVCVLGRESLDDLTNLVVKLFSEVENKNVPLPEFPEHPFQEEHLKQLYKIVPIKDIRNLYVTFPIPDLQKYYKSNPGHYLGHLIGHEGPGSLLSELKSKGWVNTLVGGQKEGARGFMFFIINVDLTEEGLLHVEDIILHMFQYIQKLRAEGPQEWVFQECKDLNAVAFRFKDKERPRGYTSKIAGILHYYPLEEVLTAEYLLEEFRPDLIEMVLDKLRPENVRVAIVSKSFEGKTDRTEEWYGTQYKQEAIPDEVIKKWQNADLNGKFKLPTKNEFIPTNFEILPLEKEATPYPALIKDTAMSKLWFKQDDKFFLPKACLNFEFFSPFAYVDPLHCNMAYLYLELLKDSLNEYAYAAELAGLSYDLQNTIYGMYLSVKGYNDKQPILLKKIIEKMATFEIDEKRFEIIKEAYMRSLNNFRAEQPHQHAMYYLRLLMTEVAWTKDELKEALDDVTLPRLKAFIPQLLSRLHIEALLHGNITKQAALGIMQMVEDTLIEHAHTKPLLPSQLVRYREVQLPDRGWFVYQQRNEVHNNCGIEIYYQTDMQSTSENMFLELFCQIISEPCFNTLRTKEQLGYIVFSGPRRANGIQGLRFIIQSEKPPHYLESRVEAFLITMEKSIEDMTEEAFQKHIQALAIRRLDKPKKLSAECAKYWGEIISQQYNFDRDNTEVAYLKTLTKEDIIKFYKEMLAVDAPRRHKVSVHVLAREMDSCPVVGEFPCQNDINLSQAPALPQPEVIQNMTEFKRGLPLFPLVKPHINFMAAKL
# pCIP destab = p/CIP-EGFP fusion destabilizers, primary screen, fluorescence, F442A cells; AID 1984, 2009; Q05BA5; actives 0.01% (n = 290,000); 16 h; decrease of EGFP signal, % at 10 µM;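 active means EGFP signal decrease of at least 30% at 10 µM or well 3 SD below plate mean, unless failing retest; inactive means the rest, including hits failing retest or dose response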; further: some compounds called inactive have numbers as strong as hits; many of its hits are not listed in these tables
# MEKK3 PB1 HTS = modulators of MEKK3-MEK5 PB1 binding, primary screen, biochemical, wildtype MEKK3, multiplex bead flow cytometry, Alexa488-MEK5 | Mitogen-activated protein kinase kinase kinase 3 (Homo sapiens), Q99759 | bead-based flow cytometry, Alexa488-MEK5 binding to MEKK3; actives lie on both sides; 0 = blocked by unlabeled MEK5, 100 = vehicle | binding response (% of control), % at 10 µM | actives 1.4% (n = 290,000) | AID 1529, 2009;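 active means binding response more than 3 SD above or below the average of its plate-row segment, actives on both sides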;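 further: Alexa488 bead fluorescence after subtracting the streptavidin-only scavenger bead signal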
# IDE act = human IDE activators in live cells, primary screen, fluorescence polarization, HEK cells, FAbeta-B substrate. activation, % at 5.96 µM. FAbeta-B cleavage; 0% vehicle, 100% cell-free pure enzyme wells. Insulin-degrading enzyme (Homo sapiens), P14735. actives 0.073% (n = 340,000);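 active means activation above the mean of all tested compounds plus 3 SD, set per screening campaign, cut at about 17% in these data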
# CHRM4 PAM = human M4 muscarinic receptor positive allosteric modulators, primary screen, CHO-K1 cells, Fluo-8 calcium fluorescence. CHO-K1 hM4/Gqi5, ACh EC20; 0% = ACh EC20, 100% = maximal ACh. AID 624126, 2012. actives 0.4% (n = 360,000). Muscarinic acetylcholine receptor M4 (Homo sapiens), P08173. activation, % at 3 µM;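 active means activation above its plate's cutoff, the mean activation of sample wells plus 3 SD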; further: some results filed as inactive read as strong as hits
# GalR3 antag = GalR3 antagonists in HEK293 cells, primary screen, cell-based, fluorescence readout; HEK293 GalR3-CNG cAMP membrane potential fluorescence; galR3 body fused to GalR1 C-terminus; inhibition, % at 3 µM; actives 0.44% (n = 360,000); Galanin receptor type 3 (Homo sapiens), O60755;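 active means inhibition above the screen-wide average plus 3 SD, cut at about 13% in these data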;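 further: forskolin and galanin both at EC90 stimulate the cells; cAMP rise reported by CNG channel membrane potential dye signal; 0% = forskolin plus galanin with DMSO and 100% = forskolin alone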
# CRFR2-BP antag = antagonists of CRF-BP/CRF-R2 complex, primary screen, cell-based, HEK293, calcium dye fluorescence, uHTS; CRF-induced calcium fluorescence; inhibition, % at 11.8 µM; actives 0.59% (n = 350,000); AID 588475, 2011;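 active means inhibition of the ligand-induced calcium signal above about 50% at the single tested concentration, limit read from the data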
# CRFBP-R2 agonist = agonists of CRF-BP/CRF-R2 complex, primary screen, cell-based, HEK293, calcium dye fluorescence, uHTS | calcium dye fluorescence (FLIPR); percent of saturating CRF peptide response | activation, % at 13.2 µM | actives 0.46% (n = 350,000) | AID 588473, 2011;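 active means activation of at least 50%, plus an integration ratio under a set limit after plate pattern correction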;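 further: plate controls were neutral control wells without compound for no effect and CRF at EC100 for full effect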
# Starred values were filed as active, the others as inactive; . = no result given. Rows were taken by chance; about 4.2% have a hit in one of these screens.
SMILES,PHOSPHO1 block,IDE cell inh,pCIP destab,MEKK3 PB1 HTS,IDE act,CHRM4 PAM,GalR3 antag,CRFR2-BP antag,CRFBP-R2 agonist
CCN(CC)C(=O)Oc1ccc(OC(=O)N(CC)CC)cc1,16,-3,-4,103,3,-8,-4,-6,-2.0
CCOc1ccccc1N1CCN(CC(O)COCc2cccs2)CC1 (stereo unspecified),28,8,-9,102,1,-7,-11,4,-1.4
COc1ccc(CCNC(=O)C(CCC(N)=O)NS(=O)(=O)c2ccc(Cl)cc2)cc1OC (stereo unspecified),26,0,-20,99,6,1,-9,6,1.1
CC(C)(C)c1cc(C(=O)NNC(=O)c2ccc(C(F)(F)F)cc2)no1,41,14,-1,96,-1,0,-4,-2,-0.4
COc1cc(-c2c(C#N)c(N)nc(SCc3ccncc3)c2C#N)cc(OC)c1OC,-16,0,0,104,-1,1,.,-11,0.1
CC1(CCc2ccccc2)NC(=O)N(CC(=O)Nc2ccccc2C#N)C1=O (stereo unspecified),.,2,.,.,2,1,1,-2,0.3
Cc1ccc(S(=O)(=O)N2CCCCC2)cc1C(=O)N1CCN(c2ccccn2)CC1,40,-5,19,96,0,-2,-2,16,-0.4
COc1ccc(C2C(C#N)=C(N)Oc3n[nH]c(C)c32)cc1Cn1cc([N+](=O)[O-])cn1 (stereo unspecified),8,3,-3,100,-2,11,2,-22,0.5
CCSc1nc2ccccc2n1CCOc1ccccc1,-4,6,-7,96,5,-2,-3,4,1.6
COC(=O)Cc1csc(Nc2c(C)n(C)n(-c3ccccc3)c2=O)n1,4,3,4,103,8,18,-5,14,0.7
Cc1ccc2c(c1)C(=O)C(=O)N2CCCOc1ccccc1C,20,7,-6,91,-2,-1,0,-34,-7.9
CCCc1cc(=O)oc2cc(OC(C)C(=O)NCCCn3ccnc3)ccc12 (stereo unspecified),22,-2,-8,98,6,-15,0,3,-0.5
Cc1ccc(OC(=O)N(C)C[C@@H]2OCc3cn(nn3)CCCC(=O)N([C@@H](C)CO)C[C@H]2C)cc1,.,.,.,.,.,5,0,12,-1.4
CCOC(=O)c1cc(C#N)c(N2CCN(C)CC2)nc1-c1ccccc1,48,2,-16,106,-2,5,0,26,3.9
CN(C)CCCN(C(=O)c1ccc(S(=O)(=O)N2CCOCC2)cc1)c1nc2cc3c(cc2s1)OCO3,-23,5,0,100,1,0,-3,-5,-0.3
CCN(C(=O)CCS(=O)(=O)c1cccc2nsnc12)c1cccc(C)c1,18,-2,-2,99,3,1,1,2,0.3
Cc1cccc(N2CCN(C(=O)C3(S(=O)(=O)c4ccc(Cl)cc4)CC3)CC2)c1C,-30,4,-5,98,4,7,2,15,-2.2
O=C(COC(=O)c1cc(Br)ccc1O)NCC1CCCO1 (stereo unspecified),.,2,.,.,-3,4,-3,-12,-0.1
CCC(CC)N=C1NS(=O)(=O)c2cc([N+](=O)[O-])ccc21,16,-3,-15,108,1,-1,-1,-5,3.2
COCCCn1c(SCC(=O)NC2CCS(=O)(=O)C2)nnc1-c1ccc(Cl)cc1 (stereo unspecified),.,0,.,.,2,-3,-3,1,0.1
COCCn1c(SCC(=O)Nc2ccc(S(N)(=O)=O)cc2)nc2ccccc21,31,5,2,104,2,4,-1,33,0.3
Cc1ccc(O)c(NC(=O)c2ccc3c(c2)C(=O)N(Cc2ccco2)C3=O)c1,30,-3,-6,83,4,-1,-2,10,-0.5
O=C(CCC1COc2ccccc2O1)NC1CCCCC1 (stereo unspecified),6,2,5,101,2,-1,-7,-10,-3.2
Cc1cc2c(cc(C(=O)OC(C(=O)NCc3ccco3)C(C)C)n2C)o1 (stereo unspecified),66*,9,6,100,2,11,0,-14,0.2
COc1ccc(Br)cc1C(=O)Nc1ccccc1N1CCCC1,.,10,.,.,3,-28,-5,-12,-0.2
CCc1ccccc1NC(=O)CN(C)C(=O)COC(=O)c1ccco1,.,-2,.,.,-2,6,2,8,-0.9
c1ccc(CSc2nnc3ccc(-c4ccncc4)nn23)nc1,46,-1,0,115,5,22,-7,8,-1.0
O=C(NCCN1CCNC1=O)C1CCC(=O)N(Cc2ccccc2F)C1 (stereo unspecified),27,0,-5,98,4,4,-4,-13,0.3
CC(=O)c1cc(N2CCC(C(=O)O)CC2)ccc1[N+](=O)[O-],-35,8,-3,110,.,-1,-7,-15,0.4
OC(CN1CCN(c2ccc(C(F)(F)F)cn2)CC1)c1ccccc1 (stereo unspecified),.,20*,5,99,-11,-14,.,-10,0.0
Cc1ccn(CC(=O)N2CCCC(Nc3ccc(F)c(F)c3)C2)n1 (stereo unspecified),28,-2,-23,100,2,4,-3,1,-1.7
CC[C@@H](C)[C@@H]1CN([C@@H](C)CN2CCC[C@H]2CN2C(N)=NC[C@H]2CC(C)C)C(=N)N1CCc1ccc(Cl)c(Cl)c1,.,2,.,.,4,-9,-3,17,-1.1
CC1(CCc2ccccc2)NC(=O)N(CC(=O)Nc2c(F)cccc2F)C1=O (stereo unspecified),.,-1,.,.,2,-1,-3,-2,-1.1
Cc1ccc(NC(=O)c2ncn(CC(=O)N[C@H](C)c3cccc4ccccc34)n2)cc1C,.,.,.,.,5,10,-2,4,0.1
CN(Cc1ccco1)c1ncnc2ccc(-c3ccccc3Cl)cc12,.,4,.,.,3,-5,-3,-11,-1.0
CCOC(=O)C1C(=O)NC(N2CCOCC2)=NC1C(C)C (stereo unspecified),5,2,3,104,0,15,-1,-3,-1.4
O=[N+]([O-])c1cc([N+](=O)[O-])c(Oc2cccc3c2CCCC3)cc1NN1CCCCC1,.,.,.,.,4,21,-5,-4,2.8
Cc1ccc(S(=O)(=O)CCC(=O)c2ccc(F)cc2)cc1,58,-1,1,104,1,0,-3,-13,-0.6
Cc1ccc(CNc2ccc3c(c2)nc(C)n3C)cc1,36,1,0,103,1,-9,-8,10,0.1
COc1ccc([C@@H]2[C@@H]3C(=O)N(C(C)(C)C)C(=O)[C@@H]3[C@]3(Cc4ccccc4)C(=O)N(c4ccccc4)C(=O)N23)cc1,.,3,.,.,0,13,-8,-1,-1.0
Cc1cccc(N2C(=O)C(Oc3ccc(Cl)cc3Cl)C2C=O)c1C (stereo unspecified),-15,0,11,107,2,-7,7,-22,-0.6
COc1ccccc1Nc1nc(Cl)c(C=O)s1,24,4,-6,98,4,-13,-7,-34,9.6
O=[N+]([O-])c1ccccc1-n1cnc2ccccc21,12,4,-13,100,8,8,-4,36,1.2
COC(=O)Nc1nc2ccc(C(=O)c3cccs3)cc2[nH]1,.,3,.,109,4,-5,9,6,0.4
CCCCc1ccc(NS(=O)(=O)c2c(C)n(C)c(=O)n(C)c2=O)cc1,-114,0,-11,95,0,0,.,-7,-2.7
COc1ccccc1NS(=O)(=O)c1cc(C)ccc1C,-4,6,-8,103,6,1,-8,-20,0.9
Cn1c(SCC(=O)c2ccc(O)c(O)c2)nnc1-c1cccs1,62*,7,-2,76,1,-7,-4,12,-1.8
COc1ccc(C2c3ccc4ccccc4c3Oc3ncn(Cc4ccco4)c(=N)c32)cc1OC (stereo unspecified),7,1,-7,103,5,-8,-3,-7,0.3
COc1cccc(-c2c(C(=O)N/N=C(\C)c3ccco3)nnn2-c2nonc2N)c1,22,7,2,101,2,-9,-8,-70,17
O=C1[C@@H]2C(c3cccnc3)=NO[C@@H]2C(=O)N1c1ccc(Br)cc1,32,2,-5,102,3,0,-6,8,-0.9

# Filtered by structure: the compounds so far with an aryl methoxy group.
SMILES,PHOSPHO1 block,IDE cell inh,pCIP destab,MEKK3 PB1 HTS,IDE act,CHRM4 PAM,GalR3 antag,CRFR2-BP antag,CRFBP-R2 agonist
COc1ccc(CCNC(=O)C(CCC(N)=O)NS(=O)(=O)c2ccc(Cl)cc2)cc1OC (stereo unspecified),26,0,-20,99,6,1,-9,6,1.1
COc1cc(-c2c(C#N)c(N)nc(SCc3ccncc3)c2C#N)cc(OC)c1OC,-16,0,0,104,-1,1,.,-11,0.1
COc1ccc(C2C(C#N)=C(N)Oc3n[nH]c(C)c32)cc1Cn1cc([N+](=O)[O-])cn1 (stereo unspecified),8,3,-3,100,-2,11,2,-22,0.5
COc1ccc(Br)cc1C(=O)Nc1ccccc1N1CCCC1,.,10,.,.,3,-28,-5,-12,-0.2
COc1ccc([C@@H]2[C@@H]3C(=O)N(C(C)(C)C)C(=O)[C@@H]3[C@]3(Cc4ccccc4)C(=O)N(c4ccccc4)C(=O)N23)cc1,.,3,.,.,0,13,-8,-1,-1.0
COc1ccccc1Nc1nc(Cl)c(C=O)s1,24,4,-6,98,4,-13,-7,-34,9.6
COc1ccccc1NS(=O)(=O)c1cc(C)ccc1C,-4,6,-8,103,6,1,-8,-20,0.9
COc1ccc(C2c3ccc4ccccc4c3Oc3ncn(Cc4ccco4)c(=N)c32)cc1OC (stereo unspecified),7,1,-7,103,5,-8,-3,-7,0.3
COc1cccc(-c2c(C(=O)N/N=C(\C)c3ccco3)nnn2-c2nonc2N)c1,22,7,2,101,2,-9,-8,-70,17
